L929 necroptosis: inhibitors of zVAD-triggered necroptosis, primary screen, L929 cells. L929 zVAD necroptosis rescue, ATP luminescence, 24 h; with zVAD 60 µM. viability rescue, % at 10 µM. 220,000 tested, 0.38% active. AID 1377, 2008;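 active = activation, scaled between plate controls, above about 75%, limit read from the data; inactive = activation under that limit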;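 also: 0% = zVAD with DMSO and 100% = DMSO alone without zVAD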
eIF4E-4G inh: eIF4E–eIF4G protein interaction inhibitors, primary screen, biochemical, uHTS, TR-FRET, eIF4GI fragment. Eukaryotic translation initiation factor 4E (Mus musculus) + Eukaryotic translation …. TR-FRET eIF4E-eIF4GI(517-606) binding, 2 h. inhibition, % at 21.7 µM. 220,000 tested, 0.37% active;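 active = inhibition above about 30%, limit read from the data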;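 also: 0% = full FRET control wells and 100% = background wells lacking eIF4GI fragment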
Rad51 HR inh: human RAD51 strand exchange inhibitors, primary screen, biochemical, fluorescence; DNA repair protein RAD51 homolog 1 (Homo sapiens), Q06609; hRad51 DNA strand exchange, fluorescence dequenching; inhibition, % at 10 µM; 200,000 tested, 0.085% active;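 active = inhibition above 40% at the single screening dose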;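 also: 0% = DMSO control wells and 100% = blanks with heterologous ssDNA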
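Test system – preformed human Rad51 ssDNA filaments · Reagent – Donor/quencher-labelled 47-bp dsDNA substrate · Incubation – 37 °C 15-min filament assembly, 30-min compound preincubation, 15-min exchange · Signal – FRET fluorescence dequenching, excitation 485 nm, emission 520 nm · Read-out – percent inhibition from fluorescence, normalised to plate control and blank means · Benchmarks – plate control and blank wells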
m-calpain inh: inhibitors of pig calpain II, primary screen, biochemical, fluorogenic peptide substrate, 1536-well | purified calpain II, 30 min | inhibition, % at 16 µM | 220,000 tested, 0.37% active | AID 1236, 2008;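 active = inhibition above about 50%, limit read from the data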
Hck Nef HTS: inhibitors of Nef-activated human Hck kinase, primary screen, biochemical, Z-Lyte FRET, 384-well, Hck-YEEI. Tyrosine-protein kinase HCK (Homo sapiens), P08631. inhibition, % at 20 µM. 220,000 tested, 0.68% active. AID 463187, 2010. Recombinant Hck-YEEI plus Nef, Z-Lyte FRET kinase assay;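 active = Hck-Nef kinase inhibition above about 50%, limit read from the data; inactive = inhibition below that limit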;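 also: 0% = DMSO with Hck plus Nef and 100% = Hck alone without Nef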
Target sequence (P08631 whole entry, looked up): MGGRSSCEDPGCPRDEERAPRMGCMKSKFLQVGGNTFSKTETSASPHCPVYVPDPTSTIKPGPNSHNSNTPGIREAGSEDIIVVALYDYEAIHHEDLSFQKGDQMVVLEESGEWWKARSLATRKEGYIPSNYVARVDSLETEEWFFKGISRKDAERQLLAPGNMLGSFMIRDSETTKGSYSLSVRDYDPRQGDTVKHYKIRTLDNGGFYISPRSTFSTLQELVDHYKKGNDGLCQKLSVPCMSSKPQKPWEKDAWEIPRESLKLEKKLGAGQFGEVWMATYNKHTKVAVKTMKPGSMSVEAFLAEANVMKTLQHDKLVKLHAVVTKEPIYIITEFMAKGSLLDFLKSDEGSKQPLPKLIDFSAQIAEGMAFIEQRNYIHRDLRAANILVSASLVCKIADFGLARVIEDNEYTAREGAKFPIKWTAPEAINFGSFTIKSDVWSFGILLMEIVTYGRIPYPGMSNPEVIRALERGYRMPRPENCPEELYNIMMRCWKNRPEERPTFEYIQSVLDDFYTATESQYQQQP
14-3-3 Bad inh: inhibitors of 14-3-3 zeta/Bad binding, primary screen, biochemical, TR-FRET, bovine 14-3-3 zeta; TR-FRET 14-3-3zeta/Dy647-pBad peptide displacement, 1 h; 220,000 tested, 0.71% active; inhibition, % at 21.7 µM;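 active = inhibition above about 70%, limit read from the data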;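 also: 0% = full 14-3-3 plus peptide FRET controls and 100% = background without 14-3-3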
TbHK1 inh: Trypanosoma brucei hexokinase 1 inhibitors, primary screen, biochemical, G6PDH-coupled NADH absorbance, MLSCN library; recombinant TbHK1, G6PDH-coupled NADH A340; 220,000 tested, 0.11% active; inhibition, % at 10 µM;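 active = inhibition of 50% or more in the single-dose primary screen; inactive = inhibition below 50%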
EP2 modulator: EP2 receptor modulators, cAMP readout, primary screen, cell-based, HTRF cAMP, PGE2 stimulation | Prostaglandin E2 receptor EP2 subtype (Homo sapiens), P43116 | EP2-expressing cells, cAMP HTRF FRET, PGE2 co-stimulation | induction, % at 25 µM | 260,000 tested, 0.83% active | AID 940, 2007;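 active = compounds whose cAMP rise, as percent of the full-agonist control response, exceeds 60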;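 also: rat C6 glioma line stably carrying human EP2 under a CMV promoter; the protocol text gives 20 µM as final concentration; 100% = response of wells given 1 µM PGE2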
Target sequence (P43116 whole entry, looked up): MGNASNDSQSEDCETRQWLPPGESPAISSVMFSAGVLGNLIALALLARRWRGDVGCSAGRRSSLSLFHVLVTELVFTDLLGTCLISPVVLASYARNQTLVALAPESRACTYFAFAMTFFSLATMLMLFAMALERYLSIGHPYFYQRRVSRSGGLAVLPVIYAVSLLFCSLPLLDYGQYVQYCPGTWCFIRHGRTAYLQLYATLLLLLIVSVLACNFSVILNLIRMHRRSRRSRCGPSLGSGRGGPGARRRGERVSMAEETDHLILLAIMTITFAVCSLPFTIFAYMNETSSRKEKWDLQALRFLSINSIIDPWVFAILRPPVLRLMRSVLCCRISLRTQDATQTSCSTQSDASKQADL
PGE2 EP2 inh: human EP2 receptor antagonists, primary screen, TR-FRET cAMP, C6 glioma cells | Prostaglandin E2 receptor EP2 subtype (Homo sapiens), P43116 | C6 glioma cells expressing human EP2; cells stimulated with saturating PGE2 | inhibition, % at 25 µM | 260,000 tested, 0.52% active | AID 1422, 2008;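 active = percent inhibition above 40 after rounding to a whole number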;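 also: rat C6 glioma host cells with rolipram phosphodiesterase inhibitor present; the protocol text gives 20 µM as final concentration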
Active calls of the source: *; / = no result given; [ ] = dose if it differs, or a comment.

Values run as follows: L929 necroptosis	eIF4E-4G inh	Rad51 HR inh	m-calpain inh	Hck Nef HTS	14-3-3 Bad inh	TbHK1 inh	EP2 modulator	PGE2 EP2 inh
- COC(=O)c1ccc(OCC2c3cc(OC)c(OC)cc3CCN2C(=O)C2CC2)cc1 (stereo not drawn)
→ -0.5	-5	0	23	-1	-6	-3	-5	1
- COCCn1c(SCc2ccc(C(=O)OC)o2)nc2ccccc2c1=O
→ 0.4	-6	2	-22	3	22	1	23	5
- Cc1cccc2c1N(CC(=O)OC(C)C)C(=O)C2=O
→ 0.2	0	-2	-10	22	10	-6	-3	13
- CC(C)OC(=O)CC1C(=O)NCCN1C(=S)NC(=O)c1cccs1 (stereo not drawn)
→ 0.0	-1	-3	27	-11	-11	-12	2	5
- Cc1ccc(S(=O)(=O)NCC(C)NS(=O)(=O)c2ccc(C)cc2)cc1 (stereo not drawn)
→ -0.5	3[fluorescence artefact?]	-5	-5	3	0	-1	34	12
- Cc1ccc(C)c(C(=O)CSc2nnnn2C(C)C)c1
→ -0.3	-4	1	17	0	-7	-3	-14	7
- CS(=O)(=O)N1CCN(c2nc3ccccc3s2)CC1
→ 2.0	5	10	-14	2	-2	-2	23	6
- O=C(O)c1ccc(N2C(=O)CSC2c2cccc([N+](=O)[O-])c2)cc1 (stereo not drawn)
→ 0.5	0	/	10	7	5	-6	-15	1
- CCn1c(=O)c2c(nc3n2CCN3c2ccccc2)n(C)c1=O
→ 1.5	1	1	8	9	0	-8	-18	14
- O=c1c2ccccc2[nH]c(=S)n1CCN1CCCC1
→ 2.0	-2	4	-7	0	-1	-3	-2	0
- COc1cc(NS(=O)(=O)c2ccc(C)cc2C)cc(OC)c1OC
→ 0.0	-3	1	-17	0	-12	-3	-32	14
- CCOc1ccccc1NC(=S)N1CCC(NC(=O)c2ccco2)CC1
→ 5.6	2	1	-27	15	-6	-2	-22	13
- COc1cccc(CN(C)CC(=O)Nc2ccccc2C(=O)Nc2ccccc2)c1
→ 1.4	0	3	-23	4	-6	2	24	8
- CC(C)(C)n1nnnc1C(c1ccccn1)N(Cc1ccccc1)Cc1ccc(Cl)cc1 (stereo not drawn)
→ 0.4	7	-2	7	-2	-5	1	33	6
- Cc1ccc(N2C(=O)CC(n3nc(C)cc3C)C2=O)cc1 (stereo not drawn)
→ -0.2	-3	-2	-47	0	-12[fluorescence artefact?]	33	13	7
- Cc1nn(C)c(C(=O)Nc2ccn(Cc3c(F)c(F)cc(F)c3F)n2)c1[N+](=O)[O-]
→ -0.1	4[fluorescence artefact?]	/	10	0	7[fluorescence artefact?]	-6	24	/
- CCOc1ccc(NC(=S)Nc2cc(OC)c(Cl)cc2OC)cc1
→ -1.4	0	15	37	-26	13[fluorescence artefact?]	3	-63	17
- CCOC(=O)Cc1c(C)nc2c(-c3ccc(OC)cc3)c(C)nn2c1C
→ 1.9	1	-1	-7	-13	-6	15	18	14
- CCc1ccc(OCC(=O)N2c3ccccc3CCc3ccccc32)cc1
→ 0.8	6	15	33	3	20	7	43	4
- O=C(COc1ccc(/C=N/NC(=O)c2cc3ccccc3o2)cc1Br)Nc1ccccc1
→ 0.0	-18[fluorescence artefact?]	-6	-266	79*	86*[fluorescence artefact?]	-19	-39	8
- Cc1ccc(-c2nc(N=Nc3ccc(O)cc3)n[nH]2)cc1
→ 3.1	9	8	12	8	-32	-9	-6	7
- CN(Cc1cnn(C)c1)C(=O)c1ccc(OC2CCN(CCc3ccccc3)CC2)cc1
→ 0.5	-2	4	22	21	-3	5	-13	7
- O=C(NCc1ccco1)c1cc2n(n1)C(C(F)(F)F)CC(c1ccc(Br)cc1)N2 (stereo not drawn)
→ 0.6	8	-4	-25	3	1	1	13	2
- O=c1oc2ccccc2c(N2CCCC2)c1CN1CCCC1
→ 0.8	-2	0	5	1	-9	-14	0	2
- COc1cc(/C=C/c2nc(-c3ccccc3O)n[nH]2)cc(OC)c1OC
→ 43	10	0	-21	13	0[fluorescence artefact?]	-14	-70	33
- COc1cc(C(=O)NCCC(=O)NCc2ccc3c(c2)OCO3)cc(OC)c1OC
→ 2.1	3[fluorescence artefact?]	-9	-10	0	10[fluorescence artefact?]	-2	8	6
- O=C1NC(=S)N(c2cccc(Cl)c2)C12CCCCC2
→ 0.6	-4	0	29	4	-1	34	35	7
- CSc1ccc(CN(C)Cc2nc3cc(C(F)(F)F)ccc3c(=O)[nH]2)cc1
→ 5.3	0	2	-10	3	-23	5	-45	4
- Cc1nn(C(C)C(=O)NCC2CCCO2)c(C)c1[N+](=O)[O-] (stereo not drawn)
→ 1.8	-3	1	-5	17	-11	-3	0	1
- CC(=O)Nc1ccc(CN2CCN(CC=C(C)C)C(CCO)C2)cc1 (stereo not drawn)
→ 5.0	0	2	-21	18	-4	-3	27	8
- CCc1ccc(C(=O)COC(=O)CNC(=O)CNC(=O)Cc2ccccc2)cc1
→ 0.3	2	-4	-34	0	1	7	-4	9
- CCNC(=O)/C(C#N)=C/c1c(N2CC(C)OC(C)C2)nc2ccccn2c1=O (stereo not drawn)
→ 0.2	4	-6	-7	3	-1[fluorescence artefact?]	21	-3	9
- COc1cc(OC)cc(C(=O)Nc2cccc(N3CCCC3)c2)c1
→ 0.0	-2	-4	-26	5	-9	-3	-18	15
- Clc1cccc(-c2cc3nc4c(c(N5CCOCC5)n3n2)CCCC4)c1
→ 16	-3	5	-16	-5	4	-15	32	-2
- Cc1ccc(NC(=S)NC(C)CCc2ccccc2)cc1C (stereo not drawn)
→ /	5	-24	64*	6	-18	-1	-27	5
- C=CCSc1nc(C)c(CC(=C)C)c(=O)[nH]1
→ 0.4	3	/	-16	7	0	-2	19	7
- COc1ccc(C(=O)NCC(=O)OCC(=O)c2ccc3c(c2)NC(=O)CO3)cc1OC
→ -0.1	1	-8	21	22	0	2	13	4
- O=C(NCc1cccnc1)c1sc2ccccc2c1Cl
→ 0.3	-4	0	-13	2	-2	-3	1	10
- CCOC(=O)C1=NN(C(=O)COc2ccccc2)C(O)(c2ccc(Cl)cc2)C1 (stereo not drawn)
→ 7.4	1	3	-19	21	-7	3	0	9
- CCCn1c(C)cc(C)c(C#N)c1=O
→ /	1	15	10	3	3	-17	20	5
- CCc1c(C)sc2nc(SCC(=O)Nc3cc(C)on3)n(CCOC)c(=O)c12
→ 0.9	-6[fluorescence artefact?]	-13	4	1	-8	-3	11	8
- Cc1c(Cl)cnc(NC(=O)CSc2nnc3ccccn23)c1Cl
→ -1.0	1	1	-8	8	1	-15	14	6
- Cc1sc(NC(=O)C2CCCCC2C(=O)O)c(C(N)=O)c1-c1ccc(C(C)(C)C)cc1 (stereo not drawn)
→ -0.1	-3	-6	-124	1	-7	7	-11	5
- C/C(CC(=O)Nc1cccnc1)=N\NC(=O)C(=O)Nc1cccc(C)c1
→ 0.2	1	/	13	4	-8	0	4	7

Reprinted from the entries so far for reference:
Values run as follows: L929 necroptosis	eIF4E-4G inh	Rad51 HR inh	m-calpain inh	Hck Nef HTS	14-3-3 Bad inh	TbHK1 inh	EP2 modulator	PGE2 EP2 inh
- COc1cc(OC)cc(C(=O)Nc2cccc(N3CCCC3)c2)c1
→ 0.0	-2	-4	-26	5	-9	-3	-18	15
- Clc1cccc(-c2cc3nc4c(c(N5CCOCC5)n3n2)CCCC4)c1
→ 16	-3	5	-16	-5	4	-15	32	-2
- Cc1ccc(NC(=S)NC(C)CCc2ccccc2)cc1C (stereo not drawn)
→ /	5	-24	64*	6	-18	-1	-27	5
- C=CCSc1nc(C)c(CC(=C)C)c(=O)[nH]1
→ 0.4	3	/	-16	7	0	-2	19	7
- COc1ccc(C(=O)NCC(=O)OCC(=O)c2ccc3c(c2)NC(=O)CO3)cc1OC
→ -0.1	1	-8	21	22	0	2	13	4
- O=C(NCc1cccnc1)c1sc2ccccc2c1Cl
→ 0.3	-4	0	-13	2	-2	-3	1	10
- CCOC(=O)C1=NN(C(=O)COc2ccccc2)C(O)(c2ccc(Cl)cc2)C1 (stereo not drawn)
→ 7.4	1	3	-19	21	-7	3	0	9
- CCCn1c(C)cc(C)c(C#N)c1=O
→ /	1	15	10	3	3	-17	20	5
- CCc1c(C)sc2nc(SCC(=O)Nc3cc(C)on3)n(CCOC)c(=O)c12
→ 0.9	-6[fluorescence artefact?]	-13	4	1	-8	-3	11	8
- Cc1c(Cl)cnc(NC(=O)CSc2nnc3ccccn23)c1Cl
→ -1.0	1	1	-8	8	1	-15	14	6
- Cc1sc(NC(=O)C2CCCCC2C(=O)O)c(C(N)=O)c1-c1ccc(C(C)(C)C)cc1 (stereo not drawn)
→ -0.1	-3	-6	-124	1	-7	7	-11	5
- C/C(CC(=O)Nc1cccnc1)=N\NC(=O)C(=O)Nc1cccc(C)c1
→ 0.2	1	/	13	4	-8	0	4	7

Screening results as filed in PubChem.

A portion of the library; count on the stated rates, not on these rows.
